CXCR6 block = blocks human CXCR6 beta-arrestin recruitment; inhibition, % at 20 µM; O00574; 360,000 compounds, 0.36% hits; CHO-K1 PathHunter CXCR6 beta-arrestin, luminescence; in the data active = inhibition above about 34%, passing the limit was not always enough;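 also: antagonist mode with CXCL16 agonist at 10 nM final; 0% = 10 nM CXCL16 with DMSO and 100% = unstimulated wells without agonist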
Target sequence (O00574 whole entry, looked up): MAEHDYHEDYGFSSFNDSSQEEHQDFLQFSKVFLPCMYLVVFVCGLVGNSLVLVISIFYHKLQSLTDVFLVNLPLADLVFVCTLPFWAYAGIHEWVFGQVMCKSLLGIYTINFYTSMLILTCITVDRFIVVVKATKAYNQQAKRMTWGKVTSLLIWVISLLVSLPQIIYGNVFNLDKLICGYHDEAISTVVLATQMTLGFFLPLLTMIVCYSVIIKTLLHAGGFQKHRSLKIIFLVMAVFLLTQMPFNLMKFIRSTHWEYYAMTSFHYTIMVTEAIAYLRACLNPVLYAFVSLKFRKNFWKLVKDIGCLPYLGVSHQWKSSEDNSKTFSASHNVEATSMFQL
EBI2 block = blocks human EBI2 receptor beta-arrestin signaling | AID 651636 | EBI2 beta-arrestin recruitment, luminescence, 7a,25-OHC stimulated | 360,000 compounds, 0.81% hits | inhibition, % at 5 µM; in the data active = inhibition above about 38%;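 also: enzyme fragment complementation signal reports receptor beta-arrestin coupling in cells; 0% = agonist plus DMSO wells and 100% = wells without agonist; some results beyond the cut were filed as inactive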
UBC13 inh = blocks human UBC13 polyubiquitin chain formation. TR-FRET. inhibition, % at 20 µM. 330,000 compounds, 0.47% hits; in the data active = inhibition above about 45%, passing the limit was not always enough
Gli-Sufu antag = blocks Gli-Sufu signaling in a luciferase reporter; Sufu-KO-LIGHT fibroblasts, Gli luciferase reporter luminescence; inhibition, % at 5 µM; 340,000 compounds, 0.74% hits; AID 588413;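 active = inhibition above about 55%, limit read from the data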;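 also: 0% = DMSO-treated cells and 100% = wells with medium but no cells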
ATG4B inhibitor = ATG4B (human) cysteine protease inhibition; inhibition, % at 8.33 µM; ATG4B cleavage of LC3-PLA2, NBD-HPC fluorescence, 1 h; 340,000 compounds, 0.51% hits; Q9Y4P1; in the data active = inhibition above about 40%
APJ antagonist = blocks the human apelin receptor APJ; CHO-K1 APJ beta-arrestin complementation, luminescence; inhibition, % at 20 µM; 330,000 compounds, 0.32% hits; P35414;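 active = inhibition above about 40% at 20 µM, limit read from the data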;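 also: cells challenged with 10 nM apelin-13 agonist together with compound; plate controls were apelin-13 plus DMSO wells for no effect and DMSO wells lacking apelin-13 for full effect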
Target sequence (P35414 whole entry, looked up): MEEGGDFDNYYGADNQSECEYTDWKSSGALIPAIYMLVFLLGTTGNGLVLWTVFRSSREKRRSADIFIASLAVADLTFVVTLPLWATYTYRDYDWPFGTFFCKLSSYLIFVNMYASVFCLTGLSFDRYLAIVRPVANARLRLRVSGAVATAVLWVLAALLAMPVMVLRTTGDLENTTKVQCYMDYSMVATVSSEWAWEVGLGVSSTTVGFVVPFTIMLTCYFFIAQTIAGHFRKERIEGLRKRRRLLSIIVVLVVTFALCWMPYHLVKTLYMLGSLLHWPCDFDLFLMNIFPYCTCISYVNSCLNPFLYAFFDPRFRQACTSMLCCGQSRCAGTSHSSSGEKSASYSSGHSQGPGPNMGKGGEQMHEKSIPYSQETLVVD
CCR6 antagonist = antagonists of human CCR6 receptor; P51684; 340,000 compounds, 0.49% hits; AID 493098; inhibition, % at 20 µM; CHO-K1 CCR6 PathHunter beta-arrestin, luminescence, CCL20-stimulated;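 active = compounds whose inhibition of the agonist-driven luminescence signal at 20 µM reaches about 50%, limit read from the data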;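 also: cells stimulated with CCL20 at 14 nM final; plate controls were DMSO with CCL20 for no effect and DMSO without agonist for full effect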
Target sequence (P51684 whole entry, looked up): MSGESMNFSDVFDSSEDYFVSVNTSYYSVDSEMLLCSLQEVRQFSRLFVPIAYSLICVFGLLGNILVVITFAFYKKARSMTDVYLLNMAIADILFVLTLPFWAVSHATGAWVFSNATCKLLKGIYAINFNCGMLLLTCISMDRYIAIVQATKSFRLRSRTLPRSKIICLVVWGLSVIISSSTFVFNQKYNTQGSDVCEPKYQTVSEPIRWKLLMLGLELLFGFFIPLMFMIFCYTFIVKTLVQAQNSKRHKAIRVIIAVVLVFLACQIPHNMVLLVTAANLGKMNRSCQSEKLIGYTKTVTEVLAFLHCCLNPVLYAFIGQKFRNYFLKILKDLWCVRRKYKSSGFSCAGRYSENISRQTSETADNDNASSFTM
APJ agonist = activates the human apelin receptor APJ; P35414; CHO-K1 APJ PathHunter beta-arrestin, luminescence; 0% DMSO wells, 100% apelin; activation, % at 20 µM; 330,000 compounds, 0.11% hits; AID 2520;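 active = activation more than six SD over the plate average, tested at 20 µM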;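 also: 0% = DMSO alone and 100% = apelin-13 at 10 nM; some results filed as inactive read as strong as hits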
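Material: CHO-K1 APJ beta-arrestin complementation cell line; Input: cell density 1000 per well; Incubation: compound stimulation 90 min at 25 °C, detection 60 min; Signal: luminescence from split beta-galactosidase complementation, Galacton Star/Emerald II substrate; Controls: DMSO-only wells as negative, 10 nM Apelin-13 as positive control.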
An asterisk follows results filed as active; / = not tested or not shown. Hits appear at their usual frequency (roughly 3% active in at least one column).

cpd	compound	CXCR6 block	EBI2 block	UBC13 inh	Gli-Sufu antag	ATG4B inhibitor	APJ antagonist	CCR6 antagonist	APJ agonist
1	O=C(NCC1CCCCC1)c1cc([N+](=O)[O-])ccc1N1CCOCC1	7	6	-8	9	0	1	12	-1
2	CCOC(=O)c1c(NC(=O)C2=C(C)NC(=S)NC2c2ccc(C)cc2)sc(C)c1C (stereo not drawn)	10	92*	0	0	4	9	12	-3
3	COc1ccccc1N=Cc1nc(-c2ccccc2)oc1OC(C)=O	4	-1	-4	4	3	0	5	-3
4	Cc1nn(-c2ccc([N+](=O)[O-])cc2)c2c1C(c1ccc(OC(F)F)cc1)N1C(=N2)C(=O)Nc2ccccc21 (stereo not drawn)	19	12	-36	20	-1	22	14	-5
5	COc1ccc(C(=O)Nc2nnc(S(=O)(=O)N3CCCCCC3)s2)cc1OC	1	-1	-3	1	-2	-61	7	1
6	COc1ccccc1NC(=O)CCSc1nc(C)cc(C)n1	-1	12	2	-9	-1	-25	-8	-1
7	O=C(O)C1=C(C(=O)Nc2cc(C(F)(F)F)ccc2Cl)CCCC1	-1	-7	-6	-10	1	-16	13	-3
8	Cc1ccc(CS(=O)(=O)CCC(=O)NCCN(C)Cc2ccccc2)cc1	5	-10	13	7	-10	-19	-4	-5
9	Cc1ccc(N/C=C2\C(=O)C3(C)CCC2C3(C)C)cc1C (stereo not drawn)	-5	22	-7	-7	2	10	-6	-3
10	O=C(Cc1cccc2ccccc12)Nc1ccc(N2CCOCC2)cc1	-1	4	-5	-6	-5	-28	-4	2
11	C[C@@H]1COC(=O)[C@H](CC(=O)OC(C)(C)C)C/C=C\C[C@@H](CC(=O)N[C@H](CO)Cc2ccccc2)C(=O)N1	-1	-1	-12	0	-6	-1	3	-1
12	Cc1cccc(NC(=O)Nc2ccc3c(c2)OCO3)n1	-6	-8	4	-90	0	-7	-2	-1
13	O=C(NCC(=O)N1CCN(c2ccccc2)CC1)c1ccccc1	2	-1	4	-22	4	14	12	-5
14	COc1ccc(-n2c(=S)[nH]c3cc(C(=O)NCCCN4CCCC4=O)ccc3c2=O)cc1	4	0	5	5	-15	19	18	0
15	O=C(CN(CC1CCCO1)C(=O)CCC(=O)Nc1nccs1)NCC1CCCO1 (stereo not drawn)	-2	1	-3	-3	7	6	0	-3
16	COc1ccc(OCCSc2nnc(C)n2-c2ccccc2)cc1	-1	-2	-1	40	-6	3	7	1
17	COc1cc(CC(=O)Nc2nc(-c3ccc(F)c(F)c3)cs2)cc(OC)c1OC	-6	2	12	35	-13	-12	-34	5
18	O=C(Cc1ccccc1)N/N=C/c1ccc([N+](=O)[O-])s1	1	-27	-6	3	-9	-57	-19	-2
19	CN(C(=O)COC(=O)/C=C/c1ccc2ccccc2n1)c1c(N)n(Cc2ccccc2)c(=O)[nH]c1=O	9	-5	5	-12	-12	4	7	-4
20	Cc1ccc(/C=N/Nc2nc(N3CCCCC3)nc(N3CCCCC3)n2)o1	1	8	2	4	4	-8	-3	-4
21	CCCCC(=O)OCC(=O)N1N=C(c2c[nH]c3ccccc23)C(O)C1c1ccc(OC)cc1 (stereo not drawn)	-15	8	8	-4	-5	-25	-10	2
22	O=C(CSc1nnc(-c2ccco2)o1)N1CCN(c2ccccc2)CC1	7	7	-1	8	-4	1	6	-1
23	CCOC(=O)c1ccccc1NC(=O)c1c(F)c(F)c(F)c(F)c1F	-8	10	-12	-1	-8	-10	-7	13
24	COc1ccc(OC)c(NC(=O)c2ccccc2N(C)S(=O)(=O)c2ccc(C)cc2)c1	4	-5	1	/	-4	25	7	-3
25	Cc1ccc(S(=O)(=O)Nc2ccccc2C(=O)N2CCOCC2)cc1	4	-8	4	-18	2	-29	5	-2
26	COc1ccc(CCNC(=O)Cn2ccc3cc(S(=O)(=O)N4CCCC4)ccc32)cc1OC	0	-1	5	-17	-5	10	8	1
27	CCc1ccc(CN(C)C(=O)C2CCC(=O)N(CCCN3CCCC3=O)C2)cc1 (stereo not drawn)	-6	-12	0	-2	0	11	11	2
28	CCC(=O)Nc1sc2c(c1C#N)CCC2	7	-9	17	-9	-13	0	-13	-6
29	CC(=O)Nc1ccc(-c2cn3c(n2)SCC3)cc1	13	-13	1	-20	-4	-5	4	-3
30	O=C(NCCn1c(-c2ccncc2)nc2ccccc21)[C@H]1CCCN1c1nc(CN2CCCCC2)cs1	-4	-14	-5	-9	-3	-3	1	9
31	CN(C)CC#CCOC(c1ccccc1)c1ccccc1	-1	1	-4	4	3	15	14	-3
32	CCc1ccc(-n2nnnc2SCC(=O)NNC(=O)c2ccco2)cc1	-3	5	0	-1	-5	-18	0	-5
33	NC(=O)c1nsc(C(=O)N(CCCN2CCOCC2)C(C(=O)NC2CCCCC2)c2ccc(Cl)cc2)c1N (stereo not drawn)	-3	-10	7	19	-2	-19	8	-3
34	COc1ccc(CNC(=O)COC(=O)/C=C/c2ccc(Cl)cc2)cc1	1	1	0	0	1	-5	-4	-2
35	CCCS(=O)(=O)NCc1cn2cccc(C)c2n1	-3	0	7	-1	-5	6	9	2
36	CSc1oc(-c2ccco2)nc1S(=O)(=O)c1ccc(F)cc1	-6	-5	-3	-6	-11	7	13	-4
37	CCCCc1nc(SCCN2CCOCC2)c2c(=O)n(C)c(=O)n(C)c2n1	0	7	17	32	-1	-7	15	-3
38	O=C1C(Nc2ccccc2)=C/C(=N/S(=O)(=O)c2cccs2)c2ccccc21	42*	16	/	35	72*	/	64*	/
39	Cc1ccc(S(=O)(=O)Nc2ncnc3sccc23)cc1C	-2	-6	5	-1	2	1	-1	-1
40	CCOc1ccc(C(=O)Nc2cccc(C(=O)O)c2)cc1Cl	1	3	-1	-39	17	-7	30	-4
41	COc1ccc(N2C(=O)C3CCCN3C2c2cccc(OC)c2OC)cc1 (stereo not drawn)	3	-3	4	8	-2	22	5	-4
42	O=C(Nn1c(-c2ccc(Br)cc2)nc2ccccc2c1=O)c1ccc([N+](=O)[O-])cc1	2	9	-11	-4	5	11	9	-9
43	COc1ccc(S(=O)(=O)N2CCCC(C(=O)NCc3cccnc3)C2)cc1OC (stereo not drawn)	2	-11	-3	3	0	9	6	-5
44	NS(=O)(=O)c1ccc(-n2nncc2-c2ccco2)cc1	-1	-3	-6	2	2	0	20	3
45	FC(F)(F)c1cc(Oc2ccc(Cl)cc2)nc(-c2ccccn2)n1	3	-12	-18	1	-9	11	5	0
46	C[C@H](CO)N1C[C@H](C)[C@H](CN(C)C(=O)Nc2ccc(F)cc2)Oc2ccc(NC(=O)NC3CCCCC3)cc2CC1=O	-8	-11	14	-7	-13	-7	-5	-3
47	C=CCN1C(=O)/C(=C\c2ccco2)C(C(=O)OC)=C1C	-4	1	-11	13	4	10	-2	-3
48	O=C1Nc2cc(C(=O)NCCCN3CCOCC3)ccc2S/C1=C/c1cccc(Cl)c1	-3	3	57*	5	1	13	16	0
49	O=C(Oc1ccccc1C(=O)N1CCOCC1)c1cccc(Br)c1	4	3	0	-4	2	17	-5	1
50	Cc1ccccc1CNC(=O)CCn1nc(C)c2c(C)n(-c3ccccc3)nc2c1=O	-5	-7	-1	-5	6	-21	-11	5
51	CN(C)c1ccc(C2C3C(=O)NC(=O)C3ON2c2ccc(Cl)cc2)cc1 (stereo not drawn)	-6	-9	10	2	2	-70	-3	-1
52	COc1ccc(-c2cc(-c3c(O)c(OC)c4occc4c3OC)[nH]n2)cc1OC	10	12	10	0	-25	0	9	-3
53	COCC(=O)Nc1ccc(OCc2ccccc2)cc1	-7	-10	-4	-41	-10	-27	8	-1
54	COc1ccc(C(CCN2CCN(c3ccccc3)CC2)c2c(OC)cc(OC)c3c(-c4ccccc4)cc(=O)oc23)cc1 (stereo not drawn)	9	7	-2	17	0	15	3	-6
55	CCOC(=O)c1c(NC(=O)COC(=O)CCNS(=O)(=O)c2ccccc2)sc(C(=O)NC)c1C	-7	-6	/	-5	-4	/	16	/
56	C=CCN(CC=C)S(=O)(=O)c1ccc(F)cc1	-2	-7	5	-4	-7	-17	7	-1

More entries follow:
cpd	compound	CXCR6 block	EBI2 block	UBC13 inh	Gli-Sufu antag	ATG4B inhibitor	APJ antagonist	CCR6 antagonist	APJ agonist
57	COc1ccccc1C(=O)N1CCN(S(=O)(=O)c2ccccc2)CC1	-8	-1	-14	-2	2	-7	-6	-2
58	Cc1nc2ccc([N+](=O)[O-])cc2c(=O)n1Cc1ccc([N+](=O)[O-])cc1	-10	-9	-4	9	0	-5	6	2
59	Cc1ccccc1C(=O)N1CCN(c2ccc(N3CCOCC3)nn2)CC1	1	1	23	-9	1	-6	-9	8
60	CC(=O)C[C@H](O)CC(=O)[C@H]1OC(=O)CC/C=C\Cc2ccccc21	2	-12	-10	-3	19	0	4	-1
61	CCc1nc2ccccc2c(C(=O)Nc2ccc(F)cc2)c1C	0	5	-5	3	-8	15	0	-1
62	COc1cc(/C=C2/NC(=O)N(CC(=O)Nc3cccc(C)c3)C2=O)ccc1OCC(N)=O	5	0	-9	-3	1	12	-4	-2
63	CN(C)C(=O)CSc1nc(-c2ccccc2)nc2c1CCCC2	5	-9	-7	5	-24	22	-11	-1
64	CC1SC(C)C(=O)N(CC(=O)Nc2ccc([N+](=O)[O-])cc2)C1=O (stereo not drawn)	4	-2	-8	-18	5	-7	10	-4
65	CCOC(=O)c1sc(C)c2c1NC(c1ccc(N(C)C)cc1)NC2=O (stereo not drawn)	-3	5	-21	9	-4	-22	8	-3
66	CCN(CCCNC(=O)Cn1ncc2c([nH]c3ccc(C)cc32)c1=O)Cc1ccccc1	6	6	13	-14	-2	-8	0	6
67	Cc1ccc(CNC(=O)c2ccc3c(=O)c(O)c(-c4ccc(C)cc4)[nH]c3c2)cc1	-2	-19	-15	66*	-8	-11	-1	8
68	CCOC(=O)NC(=O)/C(C=Nc1ccc(Cl)cc1)=C(\C)O	3	-4	-1	5	-5	0	-1	-1
69	O=C(Nc1ccccc1-c1nnc(SCc2ccccc2)o1)c1ccccc1	-2	-3	9	5	4	-5	24	-3
70	CCCN1Cc2cc(OC)ccc2-c2ccccc2S1(=O)=O	4	2	/	-13	3	/	23	/
71	O=C(/C=C/c1cccnc1)c1ccccc1O	16	9	12	1	1	1	26	-1
72	COC(CNC(=O)c1ccc2c(c1)ncn2-c1ccc(F)c(F)c1)OC	-8	-6	0	-10	-2	19	5	2
73	COc1ccc(Cl)cc1S(=O)(=O)Nc1ccc2c(c1)n(C)c(=O)n2C	2	-15	1	30	-11	-15	4	0
74	Cn1cc(Br)c(C(=O)NN2C(=O)C3C4C=CC(C5CC45)C3C2=O)n1 (stereo not drawn)	-7	9	4	-5	-4	18	8	-2
75	COc1ccc(CCNC(=O)CSc2nnc(Cn3c(=O)sc4ccccc43)n2C)cc1OC	2	-1	14	5	-11	14	-4	-3
76	COc1ccc(-n2c3c(cc(C(=O)NNc4ccccc4C)c2=O)C(=O)CC(C)(C)C3)cc1	-9	-1	-3	4	-8	-15	7	-3
77	CCc1sc(C(=O)N2CCN(CC(=O)Nc3cccc(F)c3)CC2)cc1C	-7	8	9	-1	-31	13	16	-5
78	CCCCC(=O)NC(c1ccccc1Cl)c1ccc2cccnc2c1O (stereo not drawn)	0	1	-4	86*	3	-10	48	-1
79	Cc1nn(C2CCS(=O)(=O)C2)c(Cl)c1/C=C/C(=O)OCC(=O)c1c[nH]c2ccccc12 (stereo not drawn)	-8	4	0	-1	-2	2	10	0

Pulled by compound from above, 2 records:
cpd	compound	CXCR6 block	EBI2 block	UBC13 inh	Gli-Sufu antag	ATG4B inhibitor	APJ antagonist	CCR6 antagonist	APJ agonist
75	COc1ccc(CCNC(=O)CSc2nnc(Cn3c(=O)sc4ccccc43)n2C)cc1OC	2	-1	14	5	-11	14	-4	-3
76	COc1ccc(-n2c3c(cc(C(=O)NNc4ccccc4C)c2=O)C(=O)CC(C)(C)C3)cc1	-9	-1	-3	4	-8	-15	7	-3

Compound activity from PubChem BioAssay.
